HKDC1 inh: HKDC1 hexokinase inhibitors, primary screen, biochemical, fluorescence, uHTS; Q2TB90; recombinant HKDC1, G6PDH/diaphorase resazurin coupled fluorescence; inhibition, % at 20 µM; 340,000 compounds, 0.16% hits; AID 493160, 2011;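 active = inhibition above about 35% when tested at 20 µM, limit read from the data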;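 note: plate controls were DMSO wells with enzyme for no effect and DMSO wells lacking enzyme for full effect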
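System: Recombinant HKDC1 hexokinase | Amount: HKDC1 at 5 µg/mL | Reagent: Glucose with 1 mM ATP | Doses: Single 20 µM dose | Incubation: Reaction time 90 min, room temperature, protected from light | Signal: Coupled resazurin fluorescence, excitation 525 nm, emission 613 nm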
SENP8 block-1: SENP8 protease inhibitors, primary screen, biochemical, luminescence; inhibition, % at 10 µM; 330,000 compounds, 1.2% hits; purified SENP8, Z-RLRGG-aminoluciferin cleavage; AID 2540, 2010; Sentrin-specific protease 8 (Homo sapiens), Q96LD8; in the data active = inhibition above about 50%
SENP8 block-2: human SENP8 protease inhibitors, primary screen, biochemical, fluorescence, Nedd8 protein substrate, uHTS. 360,000 compounds, 0.64% hits. inhibition, % at 20 µM. AID 602440, 2012. Sentrin-specific protease 8 (Homo sapiens), Q96LD8. recombinant SENP8; in the data active = inhibition mostly above about 40%, no sharp cut-off; inactive = mostly below about 27%
SENP1 FRET inh: human SENP1 catalytic domain inhibitors, primary screen, biochemical, FRET, uHTS; AID 624204, 2012; inhibition, % at 10 µM; Sentrin-specific protease 1 (Homo sapiens), Q9P0U3; 360,000 compounds, 0.21% hits; recombinant SENP1 catalytic domain, CyPet-SUMO1-YPet FRET cleavage;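 active = inhibition at least 30% at 10 µM, raw YFP signal under a set limit, fluorescence ratio 0.5 to 1.5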;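 note: 0% = enzyme with DMSO and 100% = no enzyme wells; some results filed as inactive read as strong as hits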
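Material – human SENP1 catalytic domain · Input – SENP1 enzyme, 20 pM final · Compound dosing – single concentration of 10 µM compound, 0.5% DMSO final · Timing – enzyme reaction for 50 min at room temperature, dark · Measured by – FRET fluorescence in CFP and YFP emission channels · Control set – no-enzyme wells low, DMSO-plus-enzyme wells high control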
SENP7 inh: SENP7 protease inhibitors, primary screen, biochemical, luminescence, uHTS. Sentrin-specific protease 7 (Homo sapiens), Q9BQF6. recombinant SENP7, Z-RLRGG-aminoluciferin luminescence, 40 min. inhibition, % at 5 µM. 330,000 compounds, 1.5% hits;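 active = inhibition above about 50% at the single test dose, limit read from the data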;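 note: plate controls were DMSO with enzyme for no effect and no enzyme buffer wells for full effect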
SENP6 inh: SENP6 protease inhibitors, primary screen, biochemical, luminescence, uHTS. Recombinant SENP6 catalytic domain, aminoluciferin luminescence. Sentrin-specific protease 6 (Homo sapiens), Q9GZR1. inhibition, % at 10 µM. 330,000 compounds, 1.8% hits;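 active = inhibition above about 50% at the single tested dose, limit read from the data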;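 note: plate controls were DMSO wells with enzyme for no effect and DMSO wells lacking enzyme for full effect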
PfG6PD inh: PfG6PD enzyme inhibitors, primary screen, biochemical, fluorescence intensity, uHTS | 350,000 compounds, 0.78% hits | PfGluPho enzyme, NADPH resazurin-diaphorase fluorescence | glucose-6-phosphate dehydrogenase-6-phosphogluconolactonase (Plasmodium falciparum 3D7) | inhibition, % at 20 µM;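 active = inhibition reaching at least a set limit at 20 µM in the primary screen, cut at about 59% in these data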;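 note: 0% = DMSO wells with substrate and 100% = DMSO wells lacking glucose-6-phosphate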
Apaf1 inhib: inhibitors of human Apaf-1 apoptosome, primary screen, biochemical, DEVD-Rh110 fluorescence, uHTS; Apoptotic protease-activating factor 1 (Homo sapiens), O14727; reconstituted apoptosome caspase-3 activity; inhibition, % at 20 µM; 330,000 compounds, 0.71% hits; AID 489030, 2010; active = inhibition of at least 40% at 20 µM;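 note: plate controls were DMSO wells for no effect and DEVD-CHO caspase inhibitor wells for full effect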
Target sequence (O14727 whole entry, looked up): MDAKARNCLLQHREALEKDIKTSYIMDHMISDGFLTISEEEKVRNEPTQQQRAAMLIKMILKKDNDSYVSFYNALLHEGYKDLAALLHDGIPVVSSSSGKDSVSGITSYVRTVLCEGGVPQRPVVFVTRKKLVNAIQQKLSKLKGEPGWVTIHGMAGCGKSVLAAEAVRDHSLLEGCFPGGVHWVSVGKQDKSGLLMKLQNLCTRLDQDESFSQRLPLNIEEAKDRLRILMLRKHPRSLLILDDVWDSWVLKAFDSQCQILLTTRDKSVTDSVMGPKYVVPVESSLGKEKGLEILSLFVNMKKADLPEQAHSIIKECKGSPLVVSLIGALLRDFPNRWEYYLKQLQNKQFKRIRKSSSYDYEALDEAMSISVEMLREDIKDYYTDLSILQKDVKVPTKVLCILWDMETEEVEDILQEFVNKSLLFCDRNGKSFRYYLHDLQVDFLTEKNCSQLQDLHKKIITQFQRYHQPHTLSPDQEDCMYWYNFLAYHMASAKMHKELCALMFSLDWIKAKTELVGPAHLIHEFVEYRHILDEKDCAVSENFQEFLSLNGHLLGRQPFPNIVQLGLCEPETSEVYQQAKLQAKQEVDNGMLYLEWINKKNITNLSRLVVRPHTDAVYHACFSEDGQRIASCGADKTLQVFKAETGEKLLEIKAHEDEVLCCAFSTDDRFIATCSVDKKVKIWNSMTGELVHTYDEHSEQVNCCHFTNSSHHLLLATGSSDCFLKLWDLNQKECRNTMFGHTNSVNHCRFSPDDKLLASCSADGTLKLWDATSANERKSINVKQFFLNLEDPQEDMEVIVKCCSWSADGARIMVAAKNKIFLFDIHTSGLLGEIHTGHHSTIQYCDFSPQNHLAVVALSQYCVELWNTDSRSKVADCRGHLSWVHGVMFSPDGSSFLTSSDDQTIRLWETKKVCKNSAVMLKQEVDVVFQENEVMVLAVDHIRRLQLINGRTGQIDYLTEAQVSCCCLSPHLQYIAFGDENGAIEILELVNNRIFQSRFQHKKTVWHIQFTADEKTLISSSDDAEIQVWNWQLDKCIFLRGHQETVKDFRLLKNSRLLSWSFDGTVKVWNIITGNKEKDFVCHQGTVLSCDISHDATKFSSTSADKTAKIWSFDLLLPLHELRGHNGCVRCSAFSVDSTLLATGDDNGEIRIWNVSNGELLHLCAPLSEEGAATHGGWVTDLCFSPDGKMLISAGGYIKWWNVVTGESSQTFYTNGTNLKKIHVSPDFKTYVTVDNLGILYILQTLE
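Material: biochemical Apaf-1 apoptosome reconstitution. Medium: Hepes buffer, pH 7.5. Also added: cytochrome c activation, bis-DEVD rhodamine 110 substrate. Timing: 30 min compound preincubation, 50 min activation, room temperature. Measured by: rhodamine 110 fluorescence at Ex 480/Em 540 nm.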
Active calls of the source: *; / = not tested or not shown.

SMILES	HKDC1 inh	SENP8 block-1	SENP8 block-2	SENP1 FRET inh	SENP7 inh	SENP6 inh	PfG6PD inh	Apaf1 inhib
C=CCc1cc(C)cc(C)c1OCCn1cncn1	-0.7	4.6	14.0	-0.5	6.5	-11.2	-18.6	1.5
COc1cc(OC)cc(C(=O)N2CCC(C(=O)NCCc3ccccc3)CC2)c1	-1.4	-5.7	5.0	2.2	-14.1	0.6	-9.1	-2.5
Cc1cc(C)nc(Nc2ccc(Cl)cc2C)n1	-2.6	-4.5	2.3	-1.5	8.4	6.7	4.6	-11.3
COc1ccc(CCN(C)c2ccc(S(=O)(=O)N3CCCC3)cc2[N+](=O)[O-])cc1OC	0.4	-8.1	43.2*	2.4	-5.1	5.2	-11.5	11.8
O=C1OC(/C=C/c2ccc(Cl)cc2)=NC/1=C/c1ccco1	7.0	-3.5	-5.2	-15.7	-7.4	2.8	-12.4	-5.7
COCCCn1c(=N)c(C(=O)NC2CCCCC2)cc2c(=O)n3ccccc3nc21	5.5	4.9	-453.0	10.7	2.7	12.9	7.2	2.4
CCC1CCCCN1C(=O)CCc1nnc(Cc2cc(OC)ccc2OC)o1 (stereo unspecified)	-5.9	-2.6	25.9	-0.2	-0.1	-9.6	-1.2	6.3
Cc1ccc(N(CCC#N)C(=O)COC(=O)C2CCN(S(=O)(=O)c3ccc4c(c3)OCCO4)CC2)cc1	-1.4	5.4	8.8	-0.9	-0.4	-2.5	-3.8	19.7
CCN(Cc1ccccc1)c1ccc(/C=N/N=C(N)N)cc1	3.1	-9.4	-375.1	0.8	0.5	-5.8	8.7	17.6
COc1ccc(/C=N/OCC(=O)NC(c2ccccc2)c2ccccc2)cc1OC	11.1	2.2	21.0	0.5	4.5	5.2	-8.1	18.6
COc1ccc(NC(=O)C2CCCN(c3cc(C)nc4ncnn34)C2)cc1 (stereo unspecified)	-4.1	-9.1	13.1	1.2	0.9	-14.2	-10.4	-6.2
COc1ccc(CCN(C)C(=O)/C=C/c2c(Cl)nc3ccccn23)cc1OC	-4.4	-0.2	-109.7	-2.3	-6.0	-10.3	-2.5	-1.5
O=C(CNS(=O)(=O)c1ccccc1)NCc1ccccn1	-4.5	0.5	9.6	-15.2	-9.1	-10.2	1.8	-2.5
CC1CCCCC1NC(=O)C(C)N1C(=O)c2ccccc2C1=O (stereo unspecified)	-0.5	2.7	12.0	0.9	-13.4	-4.0	-19.7	-8.9
COc1ccc(S(=O)(=O)N2CCN(c3ccc4nnc(-c5ccccc5)n4n3)CC2)cc1	14.1	2.0	-66.8	2.5	-1.2	7.7	24.7	64.9*
Cn1c(=O)[nH]c(=O)c2c1nc(SCCN1CCCCC1)n2CCCc1ccccc1	0.0	-6.9	28.6	0.3	-6.9	3.1	76.8*	0.9
C=C(C)CSc1nc(N)c2c(C)c(C)sc2n1	-10.7	0.0	-17.8	2.7	-6.9	4.3	-2.2	-17.6
COc1ccc(N(CC(=O)Nc2cc(Cl)ccc2OC)S(=O)(=O)c2c(C)[nH]c(=O)[nH]c2=O)cc1	-4.0	1.3	17.8	1.1	3.6	2.8	-14.1	18.3
O=C(Oc1cccnc1)c1cc(S(=O)(=O)N2CCOCC2)ccc1Cl	-7.5	5.5	12.3	1.0	-4.9	6.3	-5.6	-14.1
CN1C(c2ccc(F)cc2)=CS/C1=C(\C#N)c1nnc2n1-c1ccccc1SC2	5.6	7.2	2.4	-0.7	4.3	-0.2	-0.7	-0.9
COc1ccc(OC)c(NC(=O)CSc2nccn2Cc2ccco2)c1	8.8	0.5	6.1	0.3	-8.8	-2.6	13.1	0.4
Cc1cc(NS(=O)(=O)c2ccc(NC(=O)c3cnc4scc(C)n4c3=O)cc2)nc(C)n1	1.0	9.6	-254.1	1.0	8.2	10.7	-18.1	4.0
CC1(c2ccccc2)NC(=O)N(CC(=O)Nc2ccccc2C(=O)NC2CC2)C1=O (stereo unspecified)	-8.1	-0.7	-20.3	-5.8	-3.5	2.6	-3.5	-13.0
COC(=O)c1ccc(NC(=O)CNC(=O)c2sc3ccccc3c2Cl)cc1	0.1	-0.7	-7.9	-3.5	-5.3	0.2	-22.2	8.2
CC(Oc1ccccc1F)C(=O)NC1CCS(=O)(=O)C1 (stereo unspecified)	-4.8	4.2	11.0	3.9	-3.5	7.6	-1.6	2.1

More results.
SMILES	HKDC1 inh	SENP8 block-1	SENP8 block-2	SENP1 FRET inh	SENP7 inh	SENP6 inh	PfG6PD inh	Apaf1 inhib
Cc1ccc(S(=O)(=O)NC(CC(=O)O)c2ccco2)cc1 (stereo unspecified)	-0.9	7.2	4.9	2.5	6.7	9.0	-5.6	-2.7
Nc1c(C(=O)Nc2ccc3c(c2)OCCO3)nnn1Cc1ccc(Br)cc1	0.9	-7.2	10.8	0.7	-4.0	-1.1	-5.2	2.4
COc1ccccc1C1=NOC(C(=O)N2CCN(C(=O)c3ccco3)CC2)C1 (stereo unspecified)	-8.0	-5.1	12.3	1.8	1.9	-15.6	-1.4	-0.6
O=C(NCCc1ccccc1)c1cnn2c(C(F)F)cc(C3CC3)nc12	47.0*	2.4	-202.5	1.8	-2.6	-3.3	48.8	0.6
O=C(c1ccc(S(=O)(=O)N2CCOCC2)cc1)N1CCN(C2=NS(=O)(=O)c3ccccc32)CC1	2.0	-4.5	2.9	0.4	-4.5	-4.7	-5.0	-9.2
CCCc1cc(=O)oc2c(CN3CCCC3)c(O)c(Cl)cc12	3.8	1.2	-285.7	-22.5	-1.5	-3.0	-0.6	0.9
O=C(Nc1nc2ccc(S(=O)(=O)N3CCCC3)cc2s1)c1ccco1	-0.7	-13.1	-424.2	-3.4	6.7	-6.8	-44.6	0.8
CC(c1ccccn1)N(CCN(C)C)C(=S)Nc1cccc(F)c1 (stereo unspecified)	-2.8	-4.6	6.0	1.2	-5.4	-4.9	6.3	2.3
Cc1nn(Cc2ccccc2Cl)c(C)c1C(=O)NCCN1C(=O)S/C(=C\c2ccccc2)C1=O	-8.3	-1.9	6.7	0.9	65.8*	-9.0	-3.0	11.4
O=C(OCn1nnc2ccccc2c1=O)c1cccs1	-3.3	-8.1	7.8	4.6	-4.6	-18.2	0.1	0.4
COc1ccc(N(CC(=O)Nc2cccc([N+](=O)[O-])c2C)S(C)(=O)=O)cc1OC	-8.4	-6.5	21.7	1.4	9.1	-7.3	2.3	-2.8
Cc1ccc(C(=O)N2CCCCC2C(=O)O)o1 (stereo unspecified)	1.6	-11.0	-5.5	-41.7	-1.2	-9.8	-0.7	-5.7
CCCCC1(CC)SCC(=O)NC1=O (stereo unspecified)	-4.3	/	1.9	0.0	/	/	7.7	/
COc1cc(C(=O)NC(CCSC)C(=O)OCC(=O)NC(=O)C2CCCCC2)cc(OC)c1OC (stereo unspecified)	-9.2	-4.3	13.6	2.0	-0.3	-6.7	-10.7	12.0
CCCCNc1c(-c2ccc(OC)c(Sc3ccc(OC)cc3)c2)nc2ccccn12	0.5	-7.5	-490.9	-47.2	-4.8	-7.3	27.5	26.1
O=C(Nc1ccccc1)Nc1nc(-c2ccc(Cl)cc2)cs1	-8.1	-6.7	3.9	-0.4	-5.9	-0.6	1.3	4.9
C[C@@H]1CN([C@@H](C)CO)C(=O)c2cccc(NC(=O)Nc3ccc4c(c3)OCO4)c2O[C@H]1CN(C)S(=O)(=O)c1cn(C)cn1	-2.5	-16.2	2.6	1.8	-6.1	1.8	3.5	19.6
O=C(NCC(=O)N(c1ccc2c(c1)OCO2)C(C(=O)NC1CCCC1)c1cccs1)c1ccco1 (stereo unspecified)	-5.3	0.7	16.5	0.2	-3.2	-7.0	4.5	0.0
O=C(NC(=S)Nc1ccc(CN2CCOCC2)cc1)c1cccc(F)c1	-4.0	3.2	11.8	0.9	-5.6	-2.3	3.5	9.2
CCOc1ccc(-n2c(SCC(=O)NC(C)CC)nc3n[nH]c(C)c3c2=N)cc1 (stereo unspecified)	-3.2	1.5	16.7	0.9	-6.6	20.6	-3.4	-3.7
CCOC(=O)/C(=C\c1cn(C)c2ccccc12)[N+](=O)[O-]	12.3	-7.5	14.1	-0.9	8.7	-12.5	33.5	-9.6
COC(=O)c1c(C)n(-c2ccc(OC)cc2)c2ccc(O)cc12	2.2	0.0	-6.1	1.7	8.7	3.2	29.2	5.4
CC1CCN(S(=O)(=O)c2ccc(NC(=O)CSc3ncccc3C(=O)O)cc2)CC1	19.9	-1.4	11.6	-1.2	4.0	11.6	-33.6	-0.3
COc1ccc(Cl)cc1Nc1nc2ccc(C)cc2n2cnnc12	-4.7	1.5	-225.7	-9.0	-9.2	5.4	-2.1	16.0
CCOC(=O)c1cncc(C(=O)O)c1	1.7	3.7	1.9	1.6	-0.1	-0.6	0.5	-10.3

Other compounds
SMILES	HKDC1 inh	SENP8 block-1	SENP8 block-2	SENP1 FRET inh	SENP7 inh	SENP6 inh	PfG6PD inh	Apaf1 inhib
N#Cc1ccccc1Cn1c(=O)n(Cc2ccc(C(=O)NCc3ccco3)cc2)c(=O)c2sccc21	-0.2	9.8	7.6	-1.9	-5.3	-11.5	-19.0	-11.4
Cc1cc2c(SCC(=O)N3CCN(c4ccccc4)CC3)ncnc2s1	0.2	-0.5	21.1	-0.4	-3.1	-3.0	-0.9	16.4
Cc1ccccc1CNC(=O)c1ccccc1N	8.7	-1.1	-268.6	1.1	2.8	-13.4	-15.0	-3.1
N#Cc1sc2nc3c(cc2c1N)CCCC3	14.2	-7.3	-416.8	-14.6	-0.2	-5.1	16.4	-1.6
COc1ccc(OC)c(C2C(C(=O)Nc3ccccc3OC)=C(C)Nc3nc(CCCO)nn32)c1 (stereo unspecified)	-9.4	-0.4	5.0	3.5	5.0	-6.2	14.6	-3.0
Cc1cc(-c2c(C(=O)N3CCOCC3)c(C)nn2-c2ccccc2)no1	-3.1	-2.8	23.3	0.5	-5.4	0.8	-0.1	-9.7

A different layout for part of the listing above:
N#Cc1ccccc1Cn1c(=O)n(Cc2ccc(C(=O)NCc3ccco3)cc2)c(=O)c2sccc21
  HKDC1 inh = -0.2	SENP8 block-1 = 9.8	SENP8 block-2 = 7.6	SENP1 FRET inh = -1.9	SENP7 inh = -5.3	SENP6 inh = -11.5	PfG6PD inh = -19.0	Apaf1 inhib = -11.4

Cc1cc2c(SCC(=O)N3CCN(c4ccccc4)CC3)ncnc2s1
  HKDC1 inh = 0.2	SENP8 block-1 = -0.5	SENP8 block-2 = 21.1	SENP1 FRET inh = -0.4	SENP7 inh = -3.1	SENP6 inh = -3.0	PfG6PD inh = -0.9	Apaf1 inhib = 16.4

Cc1ccccc1CNC(=O)c1ccccc1N
  HKDC1 inh = 8.7	SENP8 block-1 = -1.1	SENP8 block-2 = -268.6	SENP1 FRET inh = 1.1	SENP7 inh = 2.8	SENP6 inh = -13.4	PfG6PD inh = -15.0	Apaf1 inhib = -3.1

N#Cc1sc2nc3c(cc2c1N)CCCC3
  HKDC1 inh = 14.2	SENP8 block-1 = -7.3	SENP8 block-2 = -416.8	SENP1 FRET inh = -14.6	SENP7 inh = -0.2	SENP6 inh = -5.1	PfG6PD inh = 16.4	Apaf1 inhib = -1.6
